Bioassay records: PubChem, National Center for Advancing Translational Sciences (NCATS)
RGS4 inhibitor = Inhibitors of Regulator of G Protein Signaling (RGS) 4: qHTS; Regulator of G-protein signaling 4 (Homo sapiens), P49798; Transcreener GDP fluorescence polarization, RGS4-accelerated GTP hydrolysis; 0.039% of 390,000 active; Potency, µM (highest dose often 114 µM), inactives show at the top dose activity change, negative = inhibition, actives largely listed as inhibitors; note: % is set by controls: 0 for no effect and ±100 for the full control effect; nearly all actives have a fitted effect of over 75% in size; some results filed as inactive show a strong effect at the top dose
Target sequence (P49798 whole entry, looked up): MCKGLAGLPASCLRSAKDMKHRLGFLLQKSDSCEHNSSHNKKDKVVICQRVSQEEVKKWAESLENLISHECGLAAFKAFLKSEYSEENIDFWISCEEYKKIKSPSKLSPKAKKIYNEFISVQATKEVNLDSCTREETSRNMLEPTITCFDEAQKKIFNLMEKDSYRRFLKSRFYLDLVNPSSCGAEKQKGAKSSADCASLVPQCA
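MLSMR compounds (23 nl, pin-transferred) preincubated 10 min at room temperature with a 500nM (2x) first reagent, then RGS4 at 900nM (2x) plus Transcreener GDP mix added; fluorescence polarization (620/688 nm) read before and after 90 min at 30 °C.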
JMJD2A Tudor inh = qHTS Assay for Inhibitors of JMJD2A-Tudor Domain; Lysine-specific demethylase 4A (Homo sapiens), O75164; AlphaScreen JMJD2A-Tudor / H3K4me3 peptide binding; Potency, µM (titrated, usually from 114 µM), for inactives: at the highest dose activity change, negative = inhibition, usual class: inhibitors; 4.4% of 390,000 active; note: % is set by controls: 0 for no effect and ±100 for the full control effect; nearly all actives have a fitted effect of over 50% in size
rTrxR1 inhibitor = qHTS Assay for Inhibitors of Mammalian Selenoprotein Thioredoxin Reductase 1 (TrxR1): qHTS; AID 588453, 2011; 1% of 390,000 active; Thioredoxin reductase 1, cytoplasmic (Rattus norvegicus), O89049; Potency, µM (titrated, usually from 114 µM), without a hit: at the top dose activity change, negative = inhibition, usual class: inhibitors; recombinant rTrxR1, NADPH fluorescence consumption, selenite substrate; note: % is set by controls: 0 for no effect and ±100 for the full control effect; nearly all actives have a fitted effect of over 65% in size
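Rat TrxR1 (90 nM in the dispensed reagent) was pre-reduced with 400 uM NADPH for 5 min at room temperature, then incubated with compound for 15 min. After 400 uM selenite was added, NADPH fluorescence (Ex 340/Em 450 nm) was followed for 8 min.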
HP1b binding inh = HTS for Inhibitors of HP1-beta Chromodomain Interactions with Methylated Histone Tails | Chromobox protein homolog 1 (Homo sapiens), P83916 | 0.56% of 390,000 active | AlphaScreen HP1-beta / biotin-H3K9me3 peptide binding | Potency, µM (top dose mostly 114 µM), for inactives: at the highest dose activity change, negative = inhibition, actives largely listed as inhibitors; note: nearly all actives have a fitted effect of over 70% in size; inactives centre near 23
Target sequence (P83916 whole entry, looked up): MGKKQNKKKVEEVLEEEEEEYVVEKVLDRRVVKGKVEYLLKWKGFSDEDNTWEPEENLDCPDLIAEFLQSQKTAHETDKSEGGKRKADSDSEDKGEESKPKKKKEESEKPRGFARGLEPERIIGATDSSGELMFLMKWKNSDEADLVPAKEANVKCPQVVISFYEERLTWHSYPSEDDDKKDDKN
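AlphaScreen: HP1-beta (50 nM) preformed 30 min with biotin-H3(1-18)K9me3 peptide (50 nM) in PBS pH 7.4, 0.01% Tween-20. Compound added for 30 min at RT, then streptavidin donor/nickel chelate acceptor beads (10 ug/mL) for 30 min.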
ERG Ets-DNA blk = qHTS for Small Molecule Inhibitors of the ERG Ets/DNA interaction; fluorescence polarization, His-ERG Ets domain / labelled DNA; 0.028% of 370,000 active; Potency, µM (titrated, usually from 76.9 µM), for inactives: at the highest dose FP activity, negative = inhibition, most hits filed as inhibitors; AID 624246, 2012; active = well fitted inhibition curve with a large enough effect in the polarisation, with a control signal flat; inconclusive = small, poorly fitted or top-dose-only effect, or effect the other way, or a change in a side signal; inactive = no such curve, though single readings can be large or run the other way; the % refers to the polarisation;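 note: polarization taken with two DNA probes labelled with fluorescein and Texas red; % of control where 0% means no effect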
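His-tagged ERG Ets domain (1 uM in the protein solution; 300mM KCl, 50mM Tris-HCl, 1mM EDTA, 1mM DTT, pH 7.5) received compound, then a probe mix of 5 nM fluorescein-DNA and 100nM Texas-615-DNA. Fluorescence polarization was read for both dyes.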
Tb PGK inh = qHTS Assay to Find Inhibitors of Phosphoglycerate Kinase. Phosphoglycerate kinase, glycosomal (Trypanosoma brucei brucei), P07378. PGK/GAPDH coupled, Kinase-Glo luminescence, 60 min. Potency, µM (highest dose often 57.5 µM), for the others: top-dose activity change, negative = inhibition, most hits filed as inhibitors. 0.043% of 380,000 active. AID 602233, 2012; note: % is set by controls: 0 for no effect and ±100 for the full control effect; nearly all actives have a fitted effect of over 60% in size
Target sequence (P07378 whole entry, looked up): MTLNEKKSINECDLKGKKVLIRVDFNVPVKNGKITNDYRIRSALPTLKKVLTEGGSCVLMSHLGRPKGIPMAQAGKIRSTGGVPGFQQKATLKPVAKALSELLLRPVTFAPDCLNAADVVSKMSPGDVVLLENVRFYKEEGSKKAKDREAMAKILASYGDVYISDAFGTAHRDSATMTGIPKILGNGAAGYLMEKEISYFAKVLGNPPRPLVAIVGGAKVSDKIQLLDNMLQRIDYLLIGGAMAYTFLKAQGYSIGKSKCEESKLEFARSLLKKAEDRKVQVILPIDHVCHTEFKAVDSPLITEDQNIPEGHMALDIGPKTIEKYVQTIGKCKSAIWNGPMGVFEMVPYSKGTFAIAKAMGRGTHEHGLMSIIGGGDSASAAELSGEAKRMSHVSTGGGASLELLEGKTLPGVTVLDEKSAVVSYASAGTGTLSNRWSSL
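Recombinant glycosomal PGK reaction used 1,3-bisphosphoglycerate generated in-well by GAPDH (100nM final) in 100mM TEA pH 7.6, 5mM MgCl2, 0.01% Tween-20. After 60 minutes at room temperature, ATP was read by Kinase-Glo Plus luminescence end-point.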
12-LOX inh = Primary qHTS assay for inhibitors of human arachidonate 12S-lipoxygenase (ALOX12): Round 2. Potency, µM (top dose mostly 108 µM), without a hit: top-dose activity change, negative = inhibition, usual class: inhibitors. purified 12hLO, xylenol orange hydroperoxide absorbance. 1.1% of 580,000 active. Polyunsaturated fatty acid lipoxygenase ALOX12 (Homo sapiens), P18054. AID 1671190, 2021; note: % is set by controls: 0 for no effect and ±100 for the full control effect
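Hydroperoxide product was detected by ferrous iron/xylenol orange as the 573 to 405 nm absorbance ratio. Arachidonic acid at 40 uM (final) was turned over for 30 min at room temperature by 150 nM human 12hLO, pH 7.0 Hepes buffer, after 15 min compound preincubation.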
Pin1 inhibitor = qHTS Assay to Find Inhibitors of Pin1; 0.009% of 390,000 active; Pin1 FP peptide displacement, HiFluor488, 10 min; AID 504891, 2011; Potency, µM (titrated, usually from 115 µM), for inactives: at the top dose activity, negative = inhibition, actives largely listed as inhibitors; active = well fitted inhibition curve with a large enough effect in the polarisation, with a control signal flat, not every such curve was filed as active; inconclusive = small, poorly fitted or top-dose-only effect, or effect the other way, or a change in a side signal; inactive = no such curve, though single readings can be large or run the other way; the % refers to the polarisation; note: % is set by controls: 0 for no effect and ±100 for the full control effect
Target sequence (Q13526 whole entry, looked up): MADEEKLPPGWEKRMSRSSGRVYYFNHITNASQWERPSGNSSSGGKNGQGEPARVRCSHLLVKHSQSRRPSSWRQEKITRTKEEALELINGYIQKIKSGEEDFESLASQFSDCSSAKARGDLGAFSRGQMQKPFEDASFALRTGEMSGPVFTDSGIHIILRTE
GLS inhibitor = qHTS for Inhibitors of Glutaminase (GLS). Glutaminase kidney isoform, mitochondrial (Homo sapiens), O94925. GLS enzymatic activity, qHTS titration. Potency, µM (top dose mostly 45.5 µM), for inactives: top-dose activity change, negative = inhibition, actives largely listed as inhibitors. 0.21% of 410,000 active. AID 624170, 2012; note: % is set by controls: 0 for no effect and ±100 for the full control effect
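Glutamate formation by hKGA was monitored fluorometrically using coupled glutamate oxidase, HRP and Amplex Red. Substrate was added as 1 mM L-glutamine solution; incubation was 30 min at RT after an initial read.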
* marks the source's active call; other numbers are inactive results; i = inactive; ? = inconclusive; / = not tested or not shown; [ ] = dose if it differs, or a comment. Unless noted, calls come from the whole dose curve; as a rule, active = well fitted curve in the direction sought with a large enough effect; inconclusive = small, poorly fitted or top-dose-only effect, or another doubt; inactive = no such curve, though single readings can be large; an effect the other way counts as inactive or inconclusive. Potency is the fitted concentration of half-maximal effect. This is a subset. The share of hits here may be higher or lower than overall.

Structure,RGS4 inhibitor,JMJD2A Tudor inh,rTrxR1 inhibitor,HP1b binding inh,ERG Ets-DNA blk,Tb PGK inh,12-LOX inh,Pin1 inhibitor,GLS inhibitor
COCC(C)n1c(SCC(=O)N2CCc3ccccc3C2)nc2ccccc2c1=O (centres undefined),-8%,-5%,3%[57.1 µM],26%,-5%,-3%,8%,0%,-4%
O=C(Cn1cnc2ccccc2c1=O)NNC(=O)c1ccccc1,17%,-3%,28%[57.1 µM],16%,-11%,3%,179%[activator],3%,0%
COC(=O)CSc1ncc2c(n1)-c1ccccc1N(Cc1cccc(F)c1)S2(=O)=O,-5%,-19%,26%[57.1 µM],1%,6%,-4%,-20%,25%,-8%
CC(C)[C@H](NS(=O)(=O)c1ccccc1)C(=O)OCC(=O)N1N=C(c2ccc(Cl)cc2)CC1c1ccco1 (some centres undefined),-24%,-28%,-34%,-14%,2%,-1%,40µM*,53%[activator],13%
Cc1ccc(S(=O)(=O)N(C)CC(=O)NCC(c2ccc(F)cc2)N2CCOCC2)cc1 (centres undefined),-6%,-10%,29%,30%,-3%,-9%,?,-2%,-3%
C=CCN1C(=O)C(Cc2ccc(F)cc2)S/C1=N/N=C/c1cccs1 (centres undefined),-49%,6%,38%[57.1 µM],10%,7%,-2%,19%,3%,2%
COc1ccc(NC(=O)COC(=O)Cc2c(F)cccc2Cl)cc1,0%[11.4 µM],-4%,16%,62%[activator],1%,i,7%,2%,-6%
CCCCn1c(N)c(N(CC)C(=O)c2cc(OC)cc(OC)c2)c(=O)[nH]c1=O,-3%,-1%,19%[57.1 µM],39%[activator],-2%,0%,?,0%,-9%
c1csc(-c2nnc(Cc3cccc4ccccc34)o2)c1,14%,25%,6%[57.1 µM],66%,-12%,-4%,0%,-1%,-5%
COc1ccc(OC)c(S(=O)(=O)Nc2ccccc2F)c1,3%,-12%,4%,8%,/,-2%,-13%,7%,0%
Cc1cc(C)n(-c2ccc(Oc3ccccc3)c(S(=O)(=O)O)c2)n1,?,89µM*,24%[57.1 µM],3%,-2%,-4%,-12%,-1%,24%
CC(=O)NCCC(=O)Nc1nc2ccc(Oc3ccccc3)cc2s1,-1%,-16%,8%,-4%,11%,-10%,-7%,0%,0%
Cc1c(Cl)cccc1NC(=O)Nc1c(C)n(C)n(-c2ccccc2)c1=O,18%,-2%,24%,38%,-17%,-3%,4%,-7%,23%
CCCCNC(=O)c1ccc2c(c1)C(=O)N(Cc1ccncc1)C2=O,-10%,0%,-3%,39%[activator],6%,-2%,444%[activator],-8%,-2%
Cc1cccc(Cn2nc(C)cc2NC(=O)CCCn2ccc([N+](=O)[O-])n2)c1,62%[activator],-14%,5%,35%,-1%,5%,-9%,1%,3%
CCn1ccnc1CNCc1cn(-c2cc(C)ccc2C)nc1-c1ccccc1,-10%,?,13%,10%,-7%,/,-1%,-2%,-5%
CN(C)S(=O)(=O)c1ccc(Cl)c(NC(=O)COC(=O)/C=C/c2ccc(S(=O)(=O)N3CCOCC3)cc2)c1,-23%,-14%,2%,19%,-5%,-3%,-1%,19%,-2%
Cc1ccc2cc(C#N)c(SCC(=O)NCc3ccco3)nc2c1,-10%,-35%,-20%[57.1 µM],19%,-3%,2%,-38%,83%[activator],1%
Cc1ccc(-n2ncc3c(=O)n(CC(N)=O)cnc32)cc1,-7%,11%,13%,25%,-1%,-6%,?,2%,1%
Fc1ccc(-[n+]2nc(Nc3ccccc3)sc2-c2c(Cl)cccc2Cl)cc1,-17%,35µM*,7%,?,0%,-1%,?,-1%,3%
Cc1c(C(=O)NCC2COc3ccccc3O2)oc2ccc(S(=O)(=O)N3CCOCC3)cc12 (centres undefined),-29%,-29%,19%[57.1 µM],6%,-3%,-7%,-25%,?,3%
O=C(CN1CCN(Cc2ccccc2Cl)CC1)N/N=C/c1cccs1,15%,-12%,26%[57.1 µM],8%,12%,-7%,97%[activator],-1%,0%
COC(=O)C1CCN(C(=O)CSc2nnc(-c3ccccc3)o2)CC1,-10%,7%,-14%,27%,-2%,-3%,-11%,-15%,-2%
COc1cccc(/C=N/Nc2nc(Nc3ccccc3)nc(-n3nc(C)cc3C)n2)c1O,-19%,?,13%[57.1 µM],10%,5%,-5%,0%,-4%,7%
COc1cc(OC)c(NC(=O)Cn2c(=O)nc(-c3ccccc3)c3ccccc32)cc1Cl,-11%,-17%,9%,8%,4%,-10%,0%,3%,-9%
O=C(CNC(=O)c1ccc2c(c1)OCO2)NCCOc1ccc(Cl)cc1,-1%,-15%,18%,27%,-1%,-7%,-10%,-2%,-2%
COC(=O)c1cc(-c2ccc(OC)cc2)n[nH]1,47%,-9%,26%,35%,4%,-13%,33%[activator],0%,-3%
NS(=O)(=O)c1ccc(NC(=O)c2ccc(S(=O)(=O)N3CCCCCC3)cc2)cc1,-1%,-18%,10%[57.1 µM],16%,11%,3%,-5%,0%,-6%
COC(=O)N/N=C1\CCCc2c(C)cc(C)cc21,-9%,-14%,22%,32%,0%,-7%,14%,-7%,2%
O=C(CCCn1c(=O)c2cccn2c2cccnc21)Nc1ccccc1C(F)(F)F,3%,-19%,17%,16%,4%,-9%,?,5%,-17%
COC(=O)c1cc(S(=O)(=O)Nc2cc(OC)cc(OC)c2)cn1C,6%,-11%,6%,5%,-5%,-4%,2%,-16%,-13%
COc1cccc(N=Nc2c(=O)[nH]n3c(=O)c4c([nH]c23)CCC4)c1,-53%,50µM*,-15%[57.1 µM],?,18%,-3%,-12%,?,0%
CCCCN(C(C)=O)c1ccc2c(c1)C1CC2CCN1C(=O)OCc1ccccc1 (centres undefined),-13%,-1%,-8%,38%[activator],-7%,-10%,-59%,-1%,-2%
CSc1ncccc1C(=O)OCC(=O)NCCCc1ccccc1,-16%,10%,10%,34%,-4%,-5%,310%[activator],3%,-14%
Cc1csc(NC(=O)C2CCCN(S(=O)(=O)c3ccc4c(c3)oc(=O)n4C)C2)n1 (centres undefined),1%,-10%,-1%,26%,10%,-3%,17%[57.4 µM],0%,1%
CN(C)C(CNC(=O)c1ccc2ccccc2c1)c1ccco1 (centres undefined),30%,-27%,8%[57.1 µM],-8%,29%,0%,-5%,-3%,-7%
COc1ccc(CCNC(=O)C2CC(=O)N(C3CCCC3)C2)cc1OC (centres undefined),-6%,-17%,18%,13%,/,-9%,5%,?,8%
Cc1ccc2nc(N3CCN(c4ccccc4)CC3)c(C=O)c(=O)n2c1,-13%,?,-35%,23%,7%,i,-15%,?,2%
Cc1ccc(C(=O)NCCC(C)C)cc1NC(=O)c1nsc2ccccc12,0%,-7%,20%[57.1 µM],24%[57 µM],-1%,0%,-22%,10%,-1%
C=CCn1c(C)cc(C(=O)CSc2nc3ccccc3c(=O)[nH]2)c1C,-38%[11.4 µM],-9%[11.4 µM],-9%,-24%,-2%,-5%,?,-1%,104%[activator]
CCOC(=O)c1c(-c2ccccc2)oc2ccc(N(C(C)=O)S(=O)(=O)c3ccc(C)cc3)cc12,-17%,-10%,35%,12%,2%,-9%,-13%,-1%,6%
CC(C)(C)c1ccc(OCC(=O)O)cc1,8%,-19%,12%,21%,-8%,-7%,0%,-2%,2%
Cc1[nH]c2ccccc2c(=O)c1C(=O)/C=C/c1ccccc1,31%[11.4 µM],-9%[11.4 µM],?,22%,-12%,2%,-16%,2%,13%
CC(=O)N1CCOc2ccc(S(=O)(=O)NCCc3ccccc3)cc21,30%,-13%,21%,28%,7%,-1%,13%,-6%,3%
O=c1oc2ccccc2c(N2CCCC2)c1CN1CCCC1,-16%,-11%,?,35%,/,4%,15%,0%,19%
Cc1cc(F)c(F)c(C(=O)N2CCOCC2)c1,-7%,1%,8%,48%[activator],-5%,-6%,0%,-10%,5%
CCc1ccc(CNC(=O)c2ccc(-n3c(C)cc4c3CCC(C)C4)cc2)cc1 (centres undefined),3%,-28%,-18%,0%,0%,-10%,-15%,7%,-17%
COc1ccc(S(=O)(=O)N2CCC(Nc3ccccc3Cl)CC2)cc1,-30%,1%,0%,27%,5%,i,1%,4%,-5%

Full records as entered above. Values in the order: RGS4 inhibitor | JMJD2A Tudor inh | rTrxR1 inhibitor | HP1b binding inh | ERG Ets-DNA blk | Tb PGK inh | 12-LOX inh | Pin1 inhibitor | GLS inhibitor
Cc1[nH]c2ccccc2c(=O)c1C(=O)/C=C/c1ccccc1 is entered as 31%[11.4 µM] | -9%[11.4 µM] | ? | 22% | -12% | 2% | -16% | 2% | 13%
CSc1ncccc1C(=O)OCC(=O)NCCCc1ccccc1 is entered as -16% | 10% | 10% | 34% | -4% | -5% | 310%[activator] | 3% | -14%
